Pemphigus Ab inh: human desmoglein-3 autoantibody binding inhibition; P32926; DSG3-coupled beads, scFv-anti-DSG3-GFP binding, flow cytometry; active compounds read low; binding (percent of control), % at 10 µM; 0.48% of 310,000 active;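 active means binding more than 3 SD below its plate's average and above zero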;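 further: hits lower antibody fragment binding to DSG3; some compounds called inactive have numbers as strong as hits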
HTR5A inv ctr: counter-screen for OPRM1-OPRD1 inverse agonists: human HTR5A inverse agonism. HTR5A cell line, luminescence. P47898. inhibition, % at 9.3 µM. 0.083% of 340,000 active. AID 504634; in the data active means inhibition mostly above about 23%, no sharp cut-off; inactive means mostly below about 18%;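 further: 0% = cells with DMSO and 100% = no-cell wells with DMSO; some compounds called inactive have numbers as strong as hits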
OPRM1-OPRD1 inv: inverse agonists of human mu-delta opioid receptor heterodimerization; P35372+P41143; cell-based MOR-DOR heterodimer luminescence, inverse agonism; inhibition, % at 9.3 µM; 0.21% of 340,000 active; AID 504357; in the data active means inhibition above about 22%, passing the limit was not always enough;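 further: 0% = cells with DMSO and 100% = wells without cells with DMSO; values of inactives mirror those of a sister screen read the other way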
Target sequence (P35372 whole entry, looked up): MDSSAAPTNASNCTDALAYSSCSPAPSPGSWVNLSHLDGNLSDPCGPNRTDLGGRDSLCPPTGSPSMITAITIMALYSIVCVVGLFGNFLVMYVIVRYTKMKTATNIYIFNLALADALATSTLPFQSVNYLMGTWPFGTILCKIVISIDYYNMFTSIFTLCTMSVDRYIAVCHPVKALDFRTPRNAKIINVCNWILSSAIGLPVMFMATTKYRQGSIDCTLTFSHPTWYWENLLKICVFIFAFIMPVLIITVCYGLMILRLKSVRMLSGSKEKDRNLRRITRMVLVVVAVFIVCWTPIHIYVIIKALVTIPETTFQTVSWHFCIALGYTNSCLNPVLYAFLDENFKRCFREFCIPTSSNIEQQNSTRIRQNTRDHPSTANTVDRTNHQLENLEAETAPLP
Target sequence (P41143 whole entry, looked up): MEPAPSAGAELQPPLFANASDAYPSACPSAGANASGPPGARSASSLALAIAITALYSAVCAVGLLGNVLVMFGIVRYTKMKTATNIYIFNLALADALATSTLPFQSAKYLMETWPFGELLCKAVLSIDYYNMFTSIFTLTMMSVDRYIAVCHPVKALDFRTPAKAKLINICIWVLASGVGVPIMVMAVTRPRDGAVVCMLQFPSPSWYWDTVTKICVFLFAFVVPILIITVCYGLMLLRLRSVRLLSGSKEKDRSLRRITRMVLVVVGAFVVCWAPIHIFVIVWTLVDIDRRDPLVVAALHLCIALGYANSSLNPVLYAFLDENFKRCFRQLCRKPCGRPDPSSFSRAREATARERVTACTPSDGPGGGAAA
HTR5A ag ctr: activates human HTR5A in OPRM1-OPRD1 agonist counter-screen; 0.61% of 340,000 active; P47898; HTR5A agonist assay, luminescence, cell-based; activation, % at 9.3 µM; in the data active means activation mostly above about 9.5%, no sharp cut-off; inactive means mostly below about 7.6%;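 further: 0% = cells with vehicle only and 100% = reference agonist; strong numbers were not always called active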
DAGLB inh: diacylglycerol lipase beta (human) inhibition; Q8NCG7; HEK293T DAGLB membrane lysate, EnzChek fluorogenic substrate; inhibition, % at 5.17 µM; 0.059% of 340,000 active; AID 504411; in the data active means inhibition above about 34%;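 further: 0% = enzyme with vehicle and 100% = wells lacking enzyme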
MOR-DOR ag: agonists of human mu-delta opioid receptor heterodimerization; cells, OPRM1-OPRD1 heterodimerization, luminescence; activation, % at 9.3 µM; AID 504326; 0.3% of 340,000 active; P35372+P41143; in the data active means activation above about 18%;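 further: 0% = vehicle-treated cells and 100% = reference agonist; values of inactives mirror those of a sister screen read the other way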
PKA-R1A activ: activators of PKA-R1A complex. activation, % at 11.4 µM. 0.083% of 340,000 active. AID 504707. P00514+P68181. PKA-R1A dissociation, Cy5-IP20 fluorescence polarization; scaled: DMSO 0%, 113 µM cGMP 100%;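 active means percent activation above the mean of all tested compounds plus 3 SD, cut at about 19% in these data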;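 further: higher means more PKAc released from R1A so a rise in polarization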
PKA-R2B activ: PKA-R2B complex activation. PKA-R2B holoenzyme dissociation, Cy5-IP20 fluorescence polarization; R2B truncated from residue 108, S112A mutant; 0% DMSO only, 100% 113 µM cGMP. activation, % at 11.4 µM. 0.079% of 340,000 active;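 active means activation above a cutoff set at the mean over all compounds plus 3 SD, cut at about 18% in these data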;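 further: higher means more holoenzyme dissociation and a rise in polarization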
V-ATPase pHluor: alters yeast V-ATPase proton transport; S. cerevisiae, pHLuorin cytosolic pH fluorescence; response, % at 10 µM; 0.37% of 350,000 active; AID 504577; in the data active means response mostly above about 7.3%, no sharp cut-off; inactive means mostly below about 5.4%; further: actives read high; inactives centre near 0; some compounds called inactive have numbers as strong as hits; reference of the scale not given here
Arrestin-AP2 inh: inhibitors of human beta-arrestin and AP2 interaction; FITC-arrestin peptide / GST-AP2 beads, flow cytometry; AP2 beta2 appendage carries R879A mutation; inhibition, % at 10 µM; 0.31% of 340,000 active;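 active means inhibition above a set limit, near 3 SD of compounds lacking own fluorescence, cut at about 54% in these data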;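 further: plate controls were DMSO wells for no effect and 5 µM unlabelled arrestin peptide for full effect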
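Material – AP2 appendage R879A on GSH beads · Buffer or medium – PBS with 0.05% Tween 20 and 0.1% BSA · Probe or stimulus – fluorescein-tagged arrestin peptide at 50 nM final · Incubation – compound with beads 12 min RT, then probe 1 h RT · Detection – high-throughput flow cytometry of beads, ex 488, em 535 nm · Evaluation – percent response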
* = called active by the depositor; . = no result given.

SMILES	Pemphigus Ab inh	HTR5A inv ctr	OPRM1-OPRD1 inv	HTR5A ag ctr	DAGLB inh	MOR-DOR ag	PKA-R1A activ	PKA-R2B activ	V-ATPase pHluor	Arrestin-AP2 inh
CCCCOCCCNC(=S)Nc1ccc(S(=O)(=O)N2CCOCC2)cc1	80	-9	-7	3	0	1.3	-2	4	3	0
c1ccc(Nc2nc(N3CCCCC3)nc(N3CCNCC3)n2)cc1	103	16	-17	3	2	2.9	-12	-13	2	15
O=C1CC(c2ccccc2)CC(O)=C1C=NCc1ccccc1 (stereo not drawn)	101	13	1	-5	1	-0.2	-6	4	3	3
COc1ccccc1N1CCN(C(c2cccs2)c2nnnn2C2CCCC2)CC1 (stereo not drawn)	101	7	16	5	2	-2.9	-7	-3	-6	11
Cc1ccc(S(=O)(=O)N(CC(=O)Nc2cccc([N+](=O)[O-])c2)C(=O)N2CCN(C)CC2)cc1	102	-2	4	1	3	-0.6	0	3	-2	3
O=C(O)c1cccc(NC(=O)c2ccccc2NC(=O)c2cccc([N+](=O)[O-])c2)c1	117	13	2	-3	4	-0.4	-2	-5	6	14
O=C(c1sc2cc([N+](=O)[O-])ccc2c1Cl)N1CCCCC1	112	-14	5	3	-2	-0.9	-1	-5	-1	-8
COC(=O)c1ccc(C[n+]2ccccc2)cc1	119	-8	-1	2	2	0.1	3	2	-1	14
Cc1ccc(S(=O)(=O)N2CCC(C(=O)N[C@@H](C)C(=O)Nc3ccc(F)cc3)CC2)cc1	102	-14	-7	4	2	1.4	-4	-5	1	3
COC(=O)c1nn(-c2ccc(OC)cc2)ccc1=O	97	4	15	-1	-2	-2.6	3	-13	-1	2
CCOc1c(Br)cc(C(=O)NCCCn2ccnc2)cc1OC	101	-3	0	1	0	0.1	4	-8	4	5
CSc1nc2nccc(-c3ccc(Cl)cc3)n2n1	88	-21	7	6	2	-1.2	-4	-1	0	23
COc1ccc(C2=NS(=O)(=O)N(C)C(C(=O)NC3CCCCC3)=C2)cc1	-19*	12	0	6	-3	0.0	3	6	11*	4
COc1ccc(OC)c(-n2c(-c3ccc(C)cc3)n[nH]c2=S)c1	98	-8	9	2	-1	-1.6	2	-11	3	6
Cc1ccsc1CNC1CCCCC1	99	-30	4	-3	-1	-0.8	0	-2	0	-7
Cc1ccc(CSCC(=O)N/N=C/c2cccc(OC3CSC3)c2)cc1	90	8	-22	-3	-4	3.3	0	-2	-7	9
COc1ccc(-c2nnc(SCc3ccc(C(=O)O)cc3)o2)cc1OC	115	-1	12	0	-1	-2.5	4	-2	1	-4
COc1ccc(-c2c(-c3ccc(OCC(=O)NN)cc3O)n[nH]c2C)cc1	93	-4	3	6	2	-0.7	-13	-4	0	-12
CCOC(=O)C1=CN(Cc2cccc(-c3ccc4c(c3)OCO4)c2)S(=O)(=O)N(C)C1C (stereo not drawn)	99	-3	14	1	-15	-2.7	4	-3	0	6
O=S(=O)(c1ccc2ccccc2c1)N1CCNCC1	111	-31	-2	-3	2	0.3	-1	-2	6	-7
CN(C)c1ccc(/C=N/NS(=O)(=O)c2ccc(Br)cc2)cc1	101	2	2	3	2	-0.5	3	-11	-4	15
Cc1ccc(C(=O)Nc2ccc3ccccc3c2)cc1	114	12	1	0	-5	-0.2	-5	-6	2	.
CCOC(=O)c1cnn2c(C(F)F)cc(C3CC3)nc12	108	9	5	4	-1	-0.9	1	2	-11	5
C[n+]1cccc(C2C(C#N)=C(N)Oc3c2ccc2ccccc32)c1 (stereo not drawn)	109	4	2	0	0	-0.3	3	7	5	-20
Cc1ccc(S(=O)(=O)NCC(=O)NNC(=O)c2ccccc2Cl)cc1C	100	6	3	-2	0	-0.6	-9	-5	0	-8
SMILES	Pemphigus Ab inh	HTR5A inv ctr	OPRM1-OPRD1 inv	HTR5A ag ctr	DAGLB inh	MOR-DOR ag	PKA-R1A activ	PKA-R2B activ	V-ATPase pHluor	Arrestin-AP2 inh
COc1ccc(NC(=O)Nc2c(C)n(-c3ccccc3)c(=O)n2C)cc1OC	112	-6	3	2	4	-0.5	1	-7	-3	6
CC(C)(C)NC(=O)C(c1ccncc1)N(C(=O)C1CSC(=O)C1)c1ccccc1 (stereo not drawn)	106	-24	10	-2	-2	-2.1	3	2	1	-9
O=C(NN1CCOCC1)c1ccccc1NS(=O)(=O)c1ccc(F)cc1F	92	4	2	-1	-1	-0.4	5	-8	2	38
O=C(NC1CCN(C(=O)N2c3ccccc3Sc3ccccc32)CC1)c1ccco1	106	10	-23	1	6	4.0	-2	0	4	-2
Cc1c(C(=O)NCc2ccc3c(c2)OCO3)cccc1[N+](=O)[O-]	97	-7	-3	2	0	0.6	5	0	-2	-4
O=C(Cn1nnc2ccccc2c1=O)N[C@H](C(=O)O)c1ccccc1	102	21	11	-3	-3	-2.2	-16	-1	-3	35
Cc1nn(Cc2c(F)c(F)c(F)c(F)c2F)c(C)c1NC(=O)c1nn(C)cc1Br	104	2	9	-1	-3	-2.1	-1	-2	1	-9
COc1ccc(CNC(=O)CN(c2ccc(C)cc2)S(=O)(=O)c2c(C)noc2C)cc1	110	18	10	1	0	-2.0	-3	-14	-1	-5
Cc1cc(O)ccc1NC(=O)c1ccccc1	101	5	3	-2	-2	-0.4	-4	-5	-2	-5
COc1ccc(C=O)cc1Cn1ccnc1C	98	-20	-5	7	1	0.9	-9	-2	-1	-6
CC(C)Sc1nc(N2CCOCC2)c2c(c1C#N)CC(C)(C)SC2	100	-1	-15	5	-18	2.5	-5	-1	-3	-5
Cn1cccc([N+](=O)[O-])c1=O	100	.	.	.	-9	.	-4	6	3	.
Cc1ccnc(N2C(=O)c3ccccc3C2Nc2cccc(C)c2C)c1 (stereo not drawn)	103	4	5	4	-2	-0.9	-5	10	-2	1
CC(C)CNC(=O)c1cc(-c2ccc(Br)cc2)on1	105	-6	-6	5	4	1.1	5	-5	0	9
Cc1ccccc1NC(=O)Cc1nc(COC(=O)c2cc([N+](=O)[O-])ccc2N)cs1	.	8	10	-3	2	-1.8	1	3	-1	2
Cc1n[nH]c(C)c1S(=O)(=O)N(CC(=O)NC1CCCC1)c1ccc(C(C)C)cc1	106	-5	8	2	0	-1.5	3	-11	-1	7
CCOC(=O)/C(=C\C=C\N1CCOCC1)C(C)=O	87	7	7	-3	3	-1.4	0	0	4	.
O=C(CN(CCc1ccccc1)Cc1ccccc1)Oc1ccccc1P(=O)(O)O	94	10	16	-3	1	-3.5	1	-4	2	4
CCOC(=O)C1Oc2ccccc2C(c2ccc(OC)cc2)=C1C(=O)OC (stereo not drawn)	102	-16	4	4	-7	-0.8	-11	-5	0	-21
CCOC(=O)N1CCN(C(=O)C(=O)NNC(=O)COc2ccc(Cl)c(C)c2)CC1	114	-8	17	3	0	-3.1	-7	-2	5	-7
Cc1cc(C)nc(SCc2nnc(SCC(N)=O)n2Cc2ccco2)n1	98	-10	12	4	3	-2.2	5	-10	2	19
O=C(CN1CCN(CC(=O)Nc2ccccc2Cl)CC1)Nc1ccc(F)c(F)c1	86	-22	3	6	-3	-0.6	-1	-11	-1	-9
CCN(CC(=O)NCc1ccccn1)S(=O)(=O)c1ccc(Cl)cc1	102	-3	10	-1	-4	-2.5	-9	-4	-2	16
O=C(COc1coc(CN2CCc3ccccc32)cc1=O)Nc1ccc([N+](=O)[O-])cc1	108	-2	-5	1	2	0.9	2	-5	-5	23
CCc1cccc(CC)c1N(COC)C(=O)Cn1nnc2ccccc21	101	0	16	0	-1	-2.9	-5	8	-3	26

Entries listed so far that have an NH in an aromatic ring, in the order listed:
SMILES	Pemphigus Ab inh	HTR5A inv ctr	OPRM1-OPRD1 inv	HTR5A ag ctr	DAGLB inh	MOR-DOR ag	PKA-R1A activ	PKA-R2B activ	V-ATPase pHluor	Arrestin-AP2 inh
COc1ccc(OC)c(-n2c(-c3ccc(C)cc3)n[nH]c2=S)c1	98	-8	9	2	-1	-1.6	2	-11	3	6
COc1ccc(-c2c(-c3ccc(OCC(=O)NN)cc3O)n[nH]c2C)cc1	93	-4	3	6	2	-0.7	-13	-4	0	-12
Cc1n[nH]c(C)c1S(=O)(=O)N(CC(=O)NC1CCCC1)c1ccc(C(C)C)cc1	106	-5	8	2	0	-1.5	3	-11	-1	7

The listing continues:
SMILES	Pemphigus Ab inh	HTR5A inv ctr	OPRM1-OPRD1 inv	HTR5A ag ctr	DAGLB inh	MOR-DOR ag	PKA-R1A activ	PKA-R2B activ	V-ATPase pHluor	Arrestin-AP2 inh
CC1CCN(c2ccc(C(=O)O)cc2N)CC1	90	4	0	2	-3	0.0	6	3	-3	0
O=C(NCc1ccccc1Cl)/C(=C\c1cccnc1)NC(=O)c1ccccc1	113	-10	8	3	-1	-1.1	0	-1	1	-7
CCOC(=O)c1c(CN2CCN(C)CC2)n(C)c2cc(Br)c(OC)cc12	103	-3	7	1	2	-1.3	11	-5	7	16
CCOc1ccc(N(CC(=O)NC(C)CC)S(C)(=O)=O)cc1 (stereo not drawn)	99	31	16	-1	1	-3.2	-1	-5	-2	-11
Cc1nc2n[nH]c(N)c2c2c1COC(C)(C)C2	.	-1	8	-1	-5	-2.0	-3	-9	-5	5
CC(=O)C(C(C)=O)C(NC(=O)c1cccnc1)(C(F)(F)F)C(F)(F)F	.	0	11	0	-2	-2.6	-2	-16	-1	7
O=C(CSc1ncn[nH]1)N/N=C/c1ccc(C(F)(F)F)cc1	100	1	11	0	2	-1.6	-2	1	2	-2
COc1ccc(C(=O)Nc2ccnn2C2CCN(CCC(C)c3ccc(C)o3)CC2)cc1 (stereo not drawn)	109	1	5	2	2	-0.9	-5	3	4	-16
O=C(COC(=O)Cc1ccc(Br)cc1)NC1CCCC1	102	3	11	-1	1	-2.4	-3	3	3	-14
O=C(Nc1nc2c(cc3c4c(cccc42)CC3)s1)c1ccccc1Cl	.	23	0	2	-2	0.1	6	-2	-11	26
Cn1ccnc1SCC(=O)Nc1cc(S(=O)(=O)N2CCOCC2)ccc1Cl	107	-14	4	9	0	-0.9	-5	0	9	8
COc1ccccc1C1C(C#N)=C(N)Oc2c1oc(CO)cc2=O (stereo not drawn)	106	19	12	3	0	-2.3	-18	-9	3	11
O=C(O)c1cccc(NC(=S)NC(NC(=O)c2ccco2)C(Cl)(Cl)Cl)c1 (stereo not drawn)	109	13	7	-2	2	-1.3	-7	-7	7	15
COc1ccc(C(c2nnnn2CCc2ccccc2)N2CCN(C3CCCC3)CC2)cc1OC (stereo not drawn)	.	-1	-28	-8	2	4.7	5	-8	1	6
CC(=O)OCC1OC(c2ccccc2)C(OC(C)=O)C(OC(C)=O)C1OC(C)=O (stereo not drawn)	108	-20	4	3	-6	-0.8	-2	11	-1	0
CC(=O)NC(CC(=O)NNC(=O)c1cccs1)c1ccccc1 (stereo not drawn)	96	-23	-8	8	-2	1.3	2	14	2	24
COc1cccc2cc(C(=O)Nc3ccc(S(=O)(=O)NCC4CCCO4)cc3)c(=O)oc12 (stereo not drawn)	103	-23	2	8	1	-0.3	-13	-1	-2	-7
CCCCC(=O)Nc1nnc(-c2ccco2)o1	104	-12	1	5	0	-0.1	2	-14	0	8
CC(=O)Oc1ccc(-c2cccc(C(=O)N3CCCCC3)c2)cc1	97	8	15	-2	-1	-3.1	-9	-2	2	-1
O=C(COC(=O)C1=COCCO1)NCCCc1ccccc1	108	11	10	-4	2	-1.8	10	-5	4	13
